H9c2 TAG inh: reduces triacylglycerol accumulation in H9c2 cells | Nile Red lipid (TAG) fluorescence; cells loaded with 200 µM oleic acid | inhibition, % at 12.5 µM | 230,000 compounds, 0.66% hits | AID 651582;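 active means pattern-corrected inhibition of lipid staining of at least 50% with the nuclear-stain viability signal not falling by more than 50%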;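 further: 0% = DMSO wells and 100% = triacsin C control wells; some results filed as inactive read as strong as hits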
H9c2 TAG inh DAPI viability: also measured in H9c2 TAG inh; calls as there; DAPI nuclei signal change (viability), lower = more cytotoxic, %;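 whole-well DAPI fluorescence read on a plate reader as a viability signal; minus 50 percent equals half of cells still viable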
Starred values were filed as active, the others as inactive.

Preview (four entries):
SMILES	H9c2 TAG inh	H9c2 TAG inh DAPI viability
CC(=O)Nc1ccc(S(=O)(=O)N2c3ccccc3C(C)=CC2(C)C)cc1	28	-24
CCOC(=O)c1ccc(Oc2nc(SC)nc(N(C)C)n2)cc1	0	1
CCO[C@H]1OC(C(N)=O)=C[C@@H](C2CCCCC2)[C@@H]1CCCO	5	2
COc1ccc2[nH]c(C(=O)N3CCC(CO)(Cc4cccc(C(F)(F)F)c4)CC3)c(C)c2c1	-6	6

Results, previewed entries included:
SMILES	H9c2 TAG inh	H9c2 TAG inh DAPI viability
CC(=O)Nc1ccc(S(=O)(=O)N2c3ccccc3C(C)=CC2(C)C)cc1	28	-24
CCOC(=O)c1ccc(Oc2nc(SC)nc(N(C)C)n2)cc1	0	1
CCO[C@H]1OC(C(N)=O)=C[C@@H](C2CCCCC2)[C@@H]1CCCO	5	2
COc1ccc2[nH]c(C(=O)N3CCC(CO)(Cc4cccc(C(F)(F)F)c4)CC3)c(C)c2c1	-6	6
Cc1ccc(OCCCC(=O)Nc2cc(Cl)ccc2-n2cncn2)cc1	-1	-5
O=C(Nc1ccccc1)c1cccc(S(=O)(=O)NC2CCCC2)c1	-12	0
O=C1c2ccccc2-c2cccc(NS(=O)(=O)c3ccc(C(F)(F)F)cc3)c21	8	-13
Cc1cc(C)nc(NC(=O)Nc2ccc3c(c2)OCO3)c1	6	-1
Cc1ccc(NC(=O)c2c(Cl)n(C)c3ccccc23)cc1	-8	-6
c1ccc2c(c1)ncn2Cc1nnc2sc(-c3ccncc3)nn12	0	-8
Cn1c(CCNC(=O)c2ccco2)nc2cc(NC(=O)c3ccco3)ccc21	8	-13
CCOc1ccccc1NC(=O)CN(c1ccc(C)cc1)S(=O)(=O)c1c(C)noc1C	5	2
N#C/C(=C\c1ccc(O)c(Br)c1)C(=O)NCc1ccccc1	-2	-9
Cc1cccc(NC(=O)C[n+]2cccc(C)c2)c1	-17	-2
CCN(CC(=O)Nc1cc(Cl)ccc1C)C(=O)c1cc(S(=O)(=O)N2CCCCCC2)ccc1OC	16	-13
COc1cc(C2SCC(=O)N2CCCN(C)C)cc(OC)c1OC (configuration not stated)	0	-3
O=C(Cc1n[nH]c(=O)[nH]c1=O)N/N=C/c1cccc(O)c1	20	-1
CN(CC(=O)Nc1cccc(F)c1)CC(=O)N(C)CC(=O)Nc1ccccc1Br	-8	-6
CS(=O)(=O)c1nc(-c2ccccc2)c(-c2ccccc2)[nH]1	1	8
O=C(COc1ccccc1)NCC(=O)N1CCCCCC1	2	4
CC(=O)N1CCCN(Cc2cn(-c3cc(C)ccc3C)nc2-c2ccccc2)CC1	-10	5
C=C1C(=O)C23C(O)C1CCC2C12CCCC(C)(COC(C)=O)C1C(O)C3(O)OC2 (configuration not stated)	93*	-44*
NC(c1csc(NC(=O)Nc2ccccc2)n1)C1CCCCC1 (configuration not stated)	46	-15
COc1cc(/C=C2\SC(=S)N(Nc3ncc(C(F)(F)F)cc3Cl)C2=O)ccc1O	-7	3
Cc1cc(=O)n2nc(N3CCCC3C(=O)Nc3cccc(F)c3)sc2n1 (configuration not stated)	2	-7
Cc1ccccc1-n1cc(CNC(=O)CC2C(=O)NCCN2C/C=C/c2ccccc2)cn1 (configuration not stated)	7	1
CC1CCN(CCOc2ccc(C(=O)c3ccccc3)cc2)CC1	-11	7
O=C1OC(Nc2ccccn2)c2ccccc21 (configuration not stated)	-11	3
COc1ccc(N2CCN(C(=O)COC(=O)c3cccc(S(=O)(=O)Nc4cccc(C)c4)c3)CC2)cc1	-15	4
CC(C)N(C(=O)COC(=O)c1ccccc1C(=O)c1ccc(Cl)c([N+](=O)[O-])c1)C(C)C	20	-9
O=c1oc(C2(O)CCCCC2)cc2ccc(Br)cc12	4	-6
COc1ccc(S(=O)(=O)N(C)C[C@@H]2Oc3ccc(NC(=O)Nc4c(C)noc4C)cc3C(=O)N([C@H](C)CO)C[C@@H]2C)cc1	-6	-2
O=C(Cn1cnc([N+](=O)[O-])n1)N/N=C/c1ccccc1O	18	-20
O=C1c2ccccc2C(O)N1c1cccnc1 (configuration not stated)	10	1
COc1ccc([C@H]2CC(=O)C=C(c3ccc(C)c([N+](=O)[O-])c3)C2)cc1	-16	-13
C[n+]1nc(Nc2ccccc2)sc1-c1ccc(O)cc1	-3	-7
COc1ccc(/C=C/C(=O)O)cc1S(=O)(=O)N1CCCC1	4	-8
CCOC(=O)CSc1nnc(CSc2nc(C)cc(C)n2)n1Cc1ccco1	-24	13
CCN(CC(=O)Nc1c(F)cccc1F)C(=O)Cc1c(C)nc2ccccc2c1C	-17	8
Cc1cccc(NC(=O)CSCC(=O)OCc2ccccn2)c1	-10	1
COc1cccc(C(=O)Nn2c(C)nnc2-n2nc(C)cc2C)c1	16	-7
COc1ccc(NC(=O)CC2SC(N3CCOCC3)=NC2=O)c(OC)c1 (configuration not stated)	-5	-6
O=C(N/N=C\c1cccnc1)c1ccccc1O	6	1
CC(=O)N1CCN(C(=O)c2ccc(S(=O)(=O)Nc3ccccc3C)cc2)CC1	6	8
COCCN(C(=O)C(C)C)c1nnc(-c2ccc(C(C)(C)C)cc2)s1	1	6
Nc1nc(Cl)cc(Sc2ccc3ccccc3c2)n1	3	-3
CC(C)(C)N(Cc1ccccc1)C(=O)COC(=O)CNC(=O)c1ccco1	1	0
CCN(CC)c1ccc(/C=N/NC(=O)c2cccc(N3CCCC3=O)c2)cc1	0	-3
O=C(Nc1nc2c(s1)CN(Cc1ccccc1)CC2)c1c(F)cccc1F	10	-6
COc1ccccc1NC(=O)COC(=O)C1=NN(c2ccccc2)C(=O)CC1	15	-15

Three structures already listed, ordered by molecular weight, lowest first.
SMILES	H9c2 TAG inh	H9c2 TAG inh DAPI viability
O=C(N/N=C\c1cccnc1)c1ccccc1O	6	1
CC(C)(C)N(Cc1ccccc1)C(=O)COC(=O)CNC(=O)c1ccco1	1	0
O=C(Nc1nc2c(s1)CN(Cc1ccccc1)CC2)c1c(F)cccc1F	10	-6

Further structures:
SMILES	H9c2 TAG inh	H9c2 TAG inh DAPI viability
Cc1cc(C)cc(NC(=S)NC(=O)CCN2C(=O)c3ccccc3C2=O)c1	-12	8
CN(C)c1cc[n+](Cc2c(Cl)cccc2Cl)cc1	-127	2
CCc1nc(SCC(=O)NCC2CCCO2)c2c(=O)n(C)c(=O)n(C)c2n1 (configuration not stated)	-3	104
O=C(Nc1ccc2c(c1)OCO2)c1ccc2sc([C@@H]3O[C@H](CO)[C@H](O)[C@H](O)[C@H]3O)nc2c1	5	-2
O=C(OCc1nnc(-c2ccccc2)o1)C1=COCCO1	12	-2
COc1cc(OC)c2c(-c3cccc(-c4ccc(F)c(Cl)c4)c3)cc(=O)oc2c1	-17	-6
Cc1cccc(C(=O)Nc2ccc(O)cc2C(=O)O)c1	0	-2
COCCN1C[C@@H](CO)O[C@@H](n2cnc3c(NCCO)ncnc32)C1	-14	13
Cc1ccc2nc(NC(=O)C3CCN(S(=O)(=O)c4ccc5c(c4)oc(=O)n5C)CC3)sc2c1	2	1
O=C(NCCc1ccc(Cl)cc1Cl)c1ccc2nc[nH]c2c1	-7	8

One compound at a time, from the list above:
COCCN1C[C@@H](CO)O[C@@H](n2cnc3c(NCCO)ncnc32)C1 in the list: H9c2 TAG inh = -14; H9c2 TAG inh DAPI viability = 13
CN(C)c1cc[n+](Cc2c(Cl)cccc2Cl)cc1 in the list: H9c2 TAG inh = -127; H9c2 TAG inh DAPI viability = 2

More entries.
SMILES	H9c2 TAG inh	H9c2 TAG inh DAPI viability
O=C(Cn1cnc([N+](=O)[O-])c1)c1ccc(Cl)cc1	-8	-7
O=C(NC(=S)Nc1ccccc1N1CCOCC1)c1cccc([N+](=O)[O-])c1	-10	3
Cc1nn(-c2ccccc2)c(C)c1/C=N/NC(=O)c1cc(-c2ccccc2)n[nH]1	56*	-14*
CCC(C)(C)n1nnnc1C(c1ccc2ncccc2c1)N1CCCCCC1 (configuration not stated)	-13	9
COc1ccccc1NC(=O)COn1nnc2ccc(S(=O)(=O)N3CCOCC3)cc21	-9	-3
O=C(CC(c1ccccc1)c1ccccc1)Nc1ccc2c(c1)OCCO2	9	3
COc1cc(N2C(=O)C=CC2=O)ccc1N1C(=O)C=CC1=O	-10	3
CC(C)(C)S(=O)N1Cc2cn(Cc3ccccc3)c(=O)cc2[C@@H]1CCO (some centres not stated)	-4	12
COc1cc(Cl)c(CN2CCCC(CO)(Cc3ccccc3)C2)cc1OC (configuration not stated)	-4	1
O=C(c1ccco1)N1CCN(c2ncnc3c2oc2ccccc23)CC1	-2	2

Three entries drawn at random from those above, as already listed:
SMILES	H9c2 TAG inh	H9c2 TAG inh DAPI viability
O=C(NC(=S)Nc1ccccc1N1CCOCC1)c1cccc([N+](=O)[O-])c1	-10	3
O=C(CC(c1ccccc1)c1ccccc1)Nc1ccc2c(c1)OCCO2	9	3
COc1ccccc1NC(=O)COn1nnc2ccc(S(=O)(=O)N3CCOCC3)cc21	-9	-3

(cont.)
SMILES	H9c2 TAG inh	H9c2 TAG inh DAPI viability
CCOC(=O)N1CCC(Nc2c(Nc3ccc(F)cc3)c(=O)c2=O)CC1	4	3
CCOC(=O)/C(=C/Nc1ccc(F)c(F)c1)[N+](=O)[O-]	-10	4
COc1ccc(-c2csc(NC(=O)CSCC(=O)Nc3cc(C)on3)n2)cc1OC	12	-3
CC1=NN(C(N)=S)C(=O)C1N=Nc1ccccc1C (configuration not stated)	-10	6
NC(N)=NS(=O)(=O)c1ccc(NC(=S)NC(=O)/C=C/c2cccs2)cc1	-6	-5
Cc1ccc(C)c(-c2nnc(NC(=O)c3ccc([N+](=O)[O-])o3)o2)c1	20	-10
CCOc1cc2[nH]c(=O)n(CCCN3CCN(c4ccc(OC)cc4)CC3)c(=O)c2cc1OCC	17	8
O=C1CN(C(=O)COC(=O)c2ccc(Cl)cc2)c2ccccc2N1	8	0
CN(C)C1=NC[C@H](Cc2ccccc2)N1CCc1cccc(F)c1	-12	5
Cn1c(=NC(=O)C2CCCCC2)sc2cc([N+](=O)[O-])ccc21	3	-7
COCCCNc1ncnc2nc[nH]c12	2	0
CCOC(=O)c1ccc(NC(=O)c2ncn3c2C(=O)NC[C@@H]3C)cc1	17	5
COc1ccc(C2CCCN2C(=S)Nc2cccc(C)c2C)cc1OC (configuration not stated)	-15	12
NC1=NC(=O)C(Cc2ccccc2)S1 (configuration not stated)	-12	13
Cc1ccc(C(=O)NNC(=O)CCC(=O)NCc2ccccc2)cc1Br	-5	-4
C=C1[C@H](C)CN[C@H]1CCO	-14	7
O=C(/C=C/c1cccs1)NCc1cccs1	-6	-3
Cc1ccc(N2C(=O)CC(Nc3cccc4ccccc34)C2=O)cc1 (configuration not stated)	2	-5
COc1ccc(OCC(=O)Nc2ccc(S(=O)(=O)N3CCCCCC3)cc2)cc1	-59	-1
CCN(CC)C(=O)c1ccc(CS(=O)(=O)c2ccc(Br)cc2)cc1	-14	3
COC(=O)c1sc(NC(=S)NC(=O)c2cc(OC)c(OC)c(OC)c2)nc1C	6	1
Cc1cccc(NC(=O)c2ccc(Cl)c(S(=O)(=O)N3CCc4ccccc43)c2)n1	-3	-9
O=S1(=O)N[C@@H](Cc2ccccc2)COc2ccc(Cl)cc21	-10	4
Cc1ccccc1NC(=O)CSc1ccncc1	-4	-2
CC1=C(C(=O)OCC(C)C)C2(O)C(=O)c3ccccc3C2(O)N1 (configuration not stated)	7	13
Nc1cc(-c2cccc(F)c2)nn1S(=O)(=O)c1cccc2nsnc12	-19	-7
CC1CCCN(C(=O)Cc2cccc3ccccc23)C1 (configuration not stated)	-3	-5
COc1ccccc1N(CC(=O)NCc1ccccc1)S(=O)(=O)c1cccs1	8	-12
Cc1cccc(S(=O)(=O)NCCC(=O)OC(C)C(=O)NC(=O)NC2CCCCC2)c1 (configuration not stated)	-7	5
CC1=CC(C)(C)n2c(O)c(C3=NC(=S)NC3=O)c3cc(OC(=O)c4cccc5ccccc45)cc1c32	30	-6
Cc1ccccc1NC(=S)N(CCc1c(C)[nH]c2ccc(F)cc12)Cc1cccnc1	17	18
COc1ccc(-c2ccc(CN3C(CC(C)C)C(=O)N(Cc4cn(CC5CCCCC5)nn4)CCS3(=O)=O)cc2)cc1 (configuration not stated)	14	-4
O=C(CCS(=O)(=O)c1ccccc1)NC1CCCC1	-8	-1
Nc1n[nH]c2cccc(Cl)c12	-6	3
COC(=O)NNC(=S)Nc1ccc(Br)cc1	10	5
CC1CC(C)CN(S(=O)(=O)c2ccc(C(=O)OCC(=O)Nc3ccccc3)cc2)C1 (configuration not stated)	6	7
Cc1cc(O)c(N=Cc2cc3c(cc2[N+](=O)[O-])OCO3)cc1C	-2	1
Cc1c(C(=O)OCC(=O)N(C)Cc2ccccc2)oc2ccccc12	14	-3
CN(CCc1ccccn1)C(=O)CC1C(=O)NCCN1Cc1ccccc1C(F)(F)F (configuration not stated)	-3	0
C#CCN(C[C@H]1[C@H](OC(=O)NCc2ccc(OC)c(OC)c2)[C@H](OC(=O)NCc2ccc(OC)c(OC)c2)C[C@H]2C(=O)N(c3ccccc3)C(=O)[C@@H]12)S(=O)(=O)c1ccc(C)cc1	-5	5
COc1cc(OC)c(-c2sc(Nc3ccccc3)n[n+]2-c2ccc(F)cc2)cc1OC	-3	-5
O=C(COC(=O)CN1C(=O)c2ccccc2C1=O)Nc1ccccc1C(F)(F)F	-5	3
CN(C)C(=O)c1ccc(NC(=O)c2cccc(S(=O)(=O)N3CCCCCC3)c2)cc1	-1	0
O=[N+]([O-])c1cccc(/C=N\N2CCN(Cc3ccccc3Cl)CC2)c1	6	0
Clc1ccc(OCc2nc(-c3ccncc3)no2)c(Br)c1	-8	6
Nn1c(SCc2cccc(F)c2)nnc1-c1cccnc1	-1	-4
CN(C)/C=C/C(=O)c1cnc(-c2cccc(Cl)c2)s1	30	-5
COc1ccnc(Oc2ccccc2)c1C(N)=O	-2	3
CCCC(=O)N1CC(=O)Nc2ccc(F)cc2C1c1ccccc1 (configuration not stated)	-5	4
Cc1ccc(C(=O)Nc2ccncc2)cc1S(=O)(=O)N1CCOCC1	1	-3
COc1ccc(/C=N/NC(=O)c2ccoc2C)cc1COc1ccc(Cl)cc1	16	-6

From PubChem BioAssay

Not all compounds are listed; count on the stated rates, not on these rows.
